ADAM17 inh – inhibitors of human ADAM17. inhibition, % at 6.95 µM. recombinant ADAM17, EDANS/DABCYL FRET peptide cleavage. P78536. 370,000 compounds, 0.83% hits;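 active = inhibition above the mean of compounds lying between control limits plus 3 SD, set per campaign, cut at about 8.5% in these data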;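 note: 0% = DMSO-only wells as the low control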
hgDAF-12 ag – hgDAF-12 agonism, primary luciferase screen; HEK293 GAL4-hgDAF12 UAS-luciferase reporter, agonist luminescence; normalized to butyrate control; activation, % at 6.8 µM; 370,000 compounds, 1.8% hits; AID 687014;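 active = activation above a cutoff set at the mean of all screened compounds plus 3 SD, cut at about 10% in these data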;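 note: 0% = DMSO wells and 100% = sodium butyrate wells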
hcDAF12 agonist – activators of H. contortus DAF-12 nuclear receptor; AID 652067; 370,000 compounds, 1.4% hits; HEK293 hcDAF-12 lit1-tk-luc reporter, luminescence; 0% DMSO, 100% Δ7-dafachronic acid; activation, % at 6.8 µM;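 active = activation above the mean of all tested compounds plus 3 SD, cut at about 5.5% in these data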;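 note: 100% = response to 3 µM Δ7-dafachronic acid high control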
ssDAF12 agonist – activates DAF-12 receptor from parasite S. stercoralis; AID 652126; HEK293 ssDAF-12/GRIP1 lit1-tk-luc reporter, luminescence; % of 3 µM dafachronic acid response; activation, % at 6.8 µM; 370,000 compounds, 1% hits;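 active = activation above the mean over all tested compounds plus 3 SD, cut at about 0.9% in these data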;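 note: 0% = DMSO-only wells and 100% = 3 µM delta7-dafachronic acid wells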
ADAM10 inh – inhibitors of human ADAM10 | recombinant ADAM10, EDANS/DABCYL FRET peptide cleavage, 3 h | inhibition, % at 7 µM | 370,000 compounds, 0.62% hits | AID 720582;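 active = inhibition above a per-campaign cutoff equal to the mean of compounds falling between control-based bounds plus 3 SD, cut at about 20% in these data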;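 note: 0% = DMSO wells while the 100% control is not disclosed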
Target sequence (O14672 214-748 limits assumed): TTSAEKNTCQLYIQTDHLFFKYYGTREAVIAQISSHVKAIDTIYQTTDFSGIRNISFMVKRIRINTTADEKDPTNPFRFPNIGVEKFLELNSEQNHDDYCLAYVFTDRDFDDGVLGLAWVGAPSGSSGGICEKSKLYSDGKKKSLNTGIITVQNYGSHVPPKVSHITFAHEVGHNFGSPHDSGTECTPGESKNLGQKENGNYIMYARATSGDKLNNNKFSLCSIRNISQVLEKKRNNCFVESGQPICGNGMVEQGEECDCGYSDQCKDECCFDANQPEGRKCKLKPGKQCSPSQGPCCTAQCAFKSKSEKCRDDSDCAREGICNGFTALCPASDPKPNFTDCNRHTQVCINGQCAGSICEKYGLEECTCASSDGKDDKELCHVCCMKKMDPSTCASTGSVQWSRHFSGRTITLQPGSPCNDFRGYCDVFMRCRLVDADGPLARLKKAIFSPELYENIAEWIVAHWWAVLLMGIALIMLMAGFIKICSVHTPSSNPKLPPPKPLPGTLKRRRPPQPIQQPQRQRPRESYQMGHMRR
PLCb3 inh – PLC-beta3 (human) inhibition, primary screen; Purified PLC-beta3, fluorogenic substrate, fluorescence; inhibition, % at 12.2 µM; 370,000 compounds, 0.18% hits; AID 720704; in the data active = inhibition above about 11%;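 note: 0% = median of compound wells on plate and 100% = full blocker control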
GAA850 FXN act – increases GAA850 frataxin promoter reporter activity | activation, % at 6 µM | 360,000 compounds, 0.56% hits | HEK293 lucGAA850 FXN promoter luciferase reporter, 24 h; percent of 10 µM SAHA response;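 active = activation above the average of all compounds screened plus 3 SD, cutoff fixed separately per campaign, cut at about 7.5% in these data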;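 note: 0% = DMSO wells and 100% = 10 µM SAHA wells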
HGIII-sPLA2 inh – Inhibits HGIII-sPLA2 liposome hydrolysis, primary screen; AID 743126; 370,000 compounds, 0.56% hits; QFRET BODIPY PC-A2 liposome hydrolysis, fluorescence; inhibition, % at 12.2 µM; Q9NZ20;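 active = inhibition above mean plus 3 SD of compounds lying within the high and low control bounds, cut at about 19% in these data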;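 note: 0% = median of test compound wells and 100% = no enzyme DMSO wells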
Target sequence (Q9NZ20 whole entry, looked up): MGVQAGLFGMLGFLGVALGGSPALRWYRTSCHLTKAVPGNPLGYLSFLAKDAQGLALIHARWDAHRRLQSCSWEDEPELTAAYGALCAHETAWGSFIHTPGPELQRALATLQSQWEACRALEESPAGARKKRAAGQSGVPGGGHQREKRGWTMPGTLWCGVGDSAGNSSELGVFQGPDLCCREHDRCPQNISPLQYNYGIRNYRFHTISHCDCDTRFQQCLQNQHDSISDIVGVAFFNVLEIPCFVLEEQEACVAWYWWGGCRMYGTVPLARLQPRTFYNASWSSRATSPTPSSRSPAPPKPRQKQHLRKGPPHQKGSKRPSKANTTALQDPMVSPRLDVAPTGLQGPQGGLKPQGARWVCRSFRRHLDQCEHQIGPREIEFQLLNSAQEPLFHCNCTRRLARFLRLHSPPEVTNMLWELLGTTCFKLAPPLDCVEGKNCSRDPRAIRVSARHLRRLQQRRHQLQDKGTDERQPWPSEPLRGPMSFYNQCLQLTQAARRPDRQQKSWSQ
PLC-gamma1 inh – blocks human PLC-gamma1 enzyme activity; P19174; purified PLC-gamma1, fluorogenic substrate, fluorescence; inhibition, % at 12.2 µM; 370,000 compounds, 0.84% hits; in the data active = inhibition above about 9.5%
DAX1 inh-1 – DAX1 (NR0B1) inhibition, primary screen | HEK293T StAR-luciferase reporter, SF-1/DAX-1 repression relief | inhibition, % at 6.8 µM | 370,000 compounds, 1.1% hits | AID 652010;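 active = inhibition above the mean over all tested compounds plus 3 SD, cut at about 3.6% in these data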;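 note: 0% = DAX-1 cells with DMSO and 100% = cells lacking DAX-1 with DMSO; higher inhibition means more luminescence from relief of DAX-1 repression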
DAX1 inh-2 – NR0B1 (DAX1) inhibition | HEK293 Gal4-DAX1 luciferase reporter, luminescence | inhibition, % at 6.75 µM | 340,000 compounds, 0.99% hits | AID 504766;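 active = inhibition above the mean over all tested compounds plus 3 SD, cut at about 4.2% in these data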;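 note: 0% = DAX1-transfected cells with DMSO and 100% = empty-vector control cells with DMSO; inhibition shows as a rise in luminescence from relieved DAX1 repression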
The depositor's hits bear a star; i = inactive; / = no result given. No enrichment for hits; overall some 6.9% were active at least once.

SMILES	ADAM17 inh	hgDAF-12 ag	hcDAF12 agonist	ssDAF12 agonist	ADAM10 inh	PLCb3 inh	GAA850 FXN act	HGIII-sPLA2 inh	PLC-gamma1 inh	DAX1 inh-1	DAX1 inh-2
CN1CCN(S(=O)(=O)c2cccc(C(=O)N3CCN(c4ccccc4F)CC3)c2)CC1	-2	-3.5	-1.5	-0.8	3	0	0.6	0	0	-0.2	0.5
CC(=O)c1cccc(NC(=O)CNC(=O)Cc2cccc3ccccc23)c1	0	0.7	0.0	-1.2	-10	0	0.7	-1	3	-0.9	-0.3
Cc1cc(NC(=O)CSc2[nH]c(=O)cc(C(F)(F)F)c2C#N)no1	-2	-0.5	0.2	-1.2	-12	-143	-0.3	-4	-98	0.3	1.7
COCCNC(=O)C(c1ccc(C)o1)N(C(=O)c1snc(C(N)=O)c1N)c1cccc(C)c1 (centres undefined)	-96	-3.4	-1.5	-1.2	-240	-183	-0.7	-8	-119	-0.5	-0.2
COc1ccc(-c2c(C)nn(-c3ccccc3)c2N)cc1OC	2	-0.3	-2.0	-0.9	6	4	2.6	8	7	0.0	-0.3
CCCC(=O)Nc1nn(CC(C)C)c2nc3cc(C)ccc3cc12	-6	-0.2	-0.6	-0.9	-7	-28	2.2	9	-21	0.1	-0.3
CC(NCc1cccs1)C(=O)Nc1cc(Cl)cc(Cl)c1 (centres undefined)	-1	-1.5	-0.4	-0.8	-1	-5	-0.3	5	3	-0.1	3.3
CCCN(C(=O)c1cn(CC)c2nc(C)ccc2c1=O)c1c(N)n(Cc2ccccc2)c(=O)[nH]c1=O	-6	-3.6	-1.1	-1.3	-10	3	0.8	2	1	0.6	0.5
CCCCOc1ncnc2c1[nH]c1ccc(C)cc12	-46	1.5	-1.4	-0.4	-199	-40	-2.0	13	-21	-0.4	/
NC1=C([N+](=O)[O-])C(c2ccccc2)C2=C(CCCC2=O)O1 (centres undefined)	-4	-0.2	2.8	-1.3	-6	-4	1.9	4	0	0.4	0.2
CC(=O)NCc1ccc(-c2csc(N)n2)s1	-5	-1.9	-0.2	-1.2	-4	-2	-0.6	1	-4	0.4	-0.2
CC1(C)NC(=O)N(CCC(=O)Nc2cc(C(F)(F)F)ccc2Cl)C1=O	-3	-2.0	-0.7	-1.0	-15	-5	0.9	14	3	-0.5	0.0
CCc1c(C)nc2c(-c3ccccc3OC)c(C)[nH]n2c1=O	-15	-1.7	-1.2	-1.3	-28	-39	1.2	18	-24	-0.1	0.1
CN(C(=O)CSC1=NCCS1)c1ccccc1	-1	1.4	-0.8	-0.5	4	3	-0.7	2	2	0.1	1.7
COc1ccccc1[C@H]1C(c2cccc(C)c2)=NN(c2ccccc2)[C@@H]1CO	-381	0.4	-1.0	-0.4	i	i	-0.6	5	i	0.5	0.0
NC(=O)c1sc2nc3c(c(-c4ccco4)c2c1N)CCCC3	-3	1.1	-2.5	-2.2	-6	-90	-2.9	20*	-57	-0.6	0.7
C=CCn1c(CSc2nc3ccccc3s2)nnc1SCC(=O)NCCN1CCOCC1	-5	-2.1	-1.0	-1.6	-1	-1	-1.7	7	2	-0.4	2.3
NS(=O)(=O)c1ccc(CCNc2nc(CN3CCOCC3)nc3sc4c(c23)CCC4)cc1	-74	-1.3	-0.6	-1.2	-214	-114	0.5	0	-100	-0.3	0.2
CCCN(C(=O)CSc1nnc(-c2ccoc2C)n1N)C1CCS(=O)(=O)C1 (centres undefined)	5	-1.1	-1.2	-0.6	4	4	-1.2	6	8	0.3	0.4
Cc1ccc(C(=O)N/N=C/c2cccc3ccccc23)cn1	-2	4.3	-1.8	-0.9	-8	-3	4.3	4	-1	0.1	/
C[C@@H](NC(=O)[C@@H]1Cc2ccccc2CN1)C(=O)NC1CCCC1	-2	4.2	-0.7	-1.6	5	-6	0.1	6	-4	0.1	0.8
COc1ccc(Cl)cc1C(=O)NCCN(C)C	2	-0.6	0.1	-1.3	5	3	1.1	3	7	0.7	-0.6
CN(C)S(=O)(=O)c1ccc(N2CCCC2)c(C(=O)NNC(=O)c2ccc(Br)cc2)c1	-6	-3.7	-0.9	-0.9	-20	-23	0.8	-4	-18	0.7	-0.7
COCCNC(=O)c1cc2c(=O)n(C)c3ccccc3c2n1C	-13	1.7	-3.0	-1.4	-47	-6	-0.2	-1	-4	-0.5	0.3
Cn1cc(C(=O)Nc2ccc(F)c(Cl)c2)cn1	1	-1.7	-1.6	-1.7	2	2	1.2	-5	2	-0.4	0.6
Nc1nc(Nc2ccc(Cl)cc2Cl)nc(C(F)(F)F)n1	-2	5.2	0.3	-0.7	0	-1	7.4	-5	-2	0.7	1.2
Brc1cc2c(cc1CSc1ncccn1)OCO2	2	-1.9	-0.3	-0.8	-1	-11	-0.1	3	-1	0.1	-1.2
O=C(Cn1nnc(-c2ccc(N3CCOCC3)cc2)n1)c1ccc(F)cc1	-1	2.2	-1.5	-0.9	-4	-2	/	-44	-3	0.0	/
c1ccc(-c2cc(-c3nnc4sc(Cc5cccs5)nn34)[nH]n2)cc1	-1	-1.5	-2.4	-1.3	-3	-1	/	-42	0	-0.4	/
CN1CCN(C(=O)C2=C[C@H](c3coc4ccccc4c3=O)C[C@H](OCCCCO)O2)CC1	0	2.3	-0.3	-1.1	0	3	1.6	4	1	0.6	1.2
Cc1cc(N(C)Cc2ccccc2)nc2cc(O)ccc12	i	1.0	-0.9	-0.7	i	i	0.5	-60	i	-0.4	-0.6
CC(=O)c1cccc(CN2CCCC(CCC(=O)NCc3ccccc3F)C2)c1 (centres undefined)	-2	-3.9	-0.8	-0.6	-3	3	0.4	-4	5	-1.6	-0.7
CCOC(=O)c1sc(=NC(=O)c2c(F)cccc2F)n(C)c1C	-9	3.3	-0.3	-0.8	0	-9	4.9	4	5	3.5	0.3
CS(=O)(=O)c1ccc(C(=O)NNC(=O)c2cc(-c3ccccc3)n[nH]2)cc1	0	5.2	-0.1	-0.3	-8	-3	1.5	-5	-2	-0.7	-0.2
CCN1C(=O)c2ccc(C(=O)Nc3nccs3)cc2C1=O	-4	1.9	-0.7	-1.3	2	1	2.8	0	2	-0.5	-0.5
CC1CCC(C(C)C)C(OCC(O)CNC(C)c2ccccc2)C1 (centres undefined)	-2	1.3	-0.4	-1.6	2	0	1.2	-3	2	0.4	-1.9
CC(C)C[C@@H](CC#N)N1CCN(CCc2ccccc2)CCC1=O	-3	-4.2	0.5	-1.3	-8	-5	1.0	10	-2	-0.4	2.3
COc1ccccc1CNC(=O)COC(=O)CSc1ccc(Cl)cc1	-3	1.4	0.2	-0.8	-2	-11	-1.0	-12	0	1.0	0.9
CCN(C(=O)COC(=O)/C(C#N)=C/c1cc(C)n(CCOC)c1C)c1c(N)n(Cc2ccccc2)c(=O)[nH]c1=O	-3	2.8	1.6	-0.7	-8	-17	1.9	-3	-13	0.1	-0.3
CC(C)(C)n1ncc(Oc2ccccc2[N+](=O)[O-])c(Cl)c1=O	1	-1.9	-1.3	-1.3	9	4	0.2	4	5	-1.3	-1.2
O=C(NCc1cccc(Cl)c1)NCc1cccc(Cl)c1	-1	3.0	2.0	-1.3	7	3	0.5	11	0	0.1	-0.9
O=C(CN(C(=O)CNC(=O)c1ccco1)c1ccc2c(c1)OCO2)NC1CCCCC1	-3	-0.4	-1.0	-0.9	3	0	0.9	-1	-1	-0.5	-0.3
CCC(O)c1cc2c(cc1NC(=O)c1ccc(C)cc1)OCCO2 (centres undefined)	-2	2.4	2.0	0.4	-2	-2	2.1	-1	-4	0.6	-0.8
COc1ccc(C(=O)NCc2cccnc2)cc1Br	-1	-1.5	1.3	-0.6	-5	0	-0.6	3	-2	0.2	0.3
O=C(Nc1cccc(-n2cnnn2)c1)c1ccc(OC(F)(F)F)cc1	5	-3.4	-1.3	-1.3	-9	2	-0.8	0	3	-3.3	-0.9
O=C(NNC(=S)Nc1ccc(Cl)cc1)c1ccccc1OC(F)F	5	-0.4	0.7	-0.7	9	-1	-1.1	24*	4	-1.4	-1.2
Cc1ccccc1OCCC(=O)NCCc1ccc(S(N)(=O)=O)cc1	3	-1.3	2.0	-1.3	8	2	1.2	-1	0	0.1	-0.9
CO/N=C/c1c(-c2ccccc2)nn(C)c1Cl	-2	2.0	0.0	-0.7	-5	3	0.4	1	-1	0.1	-1.0
O=C(O)c1ccccc1-c1cccc2nncn12	1	-0.3	-0.5	-1.2	-13	2	0.6	-1	-1	0.6	/
CCc1cccc(CC)c1NC(=S)N1CCn2cccc2C1c1ccncc1 (centres undefined)	-1	0.5	-1.7	-1.0	3	-15	2.3	-4	-8	0.5	-1.5
CN1CCN(C(=O)Nc2ccccc2)CC1	1	3.3	0.2	-1.5	0	-6	1.6	6	0	0.2	-1.0
COc1ccccc1CNC(=O)Cn1nnc(-c2ccncc2)n1	-3	0.3	-1.5	-1.4	6	-3	-1.1	8	-2	-0.1	-0.4
C=CCn1c(=N)n(CC(=O)OC)c2ccccc21	-1	-0.9	-0.2	-0.8	0	-1	-1.4	4	2	0.6	2.2
CCOc1ccccc1N1CCN(CC(=O)Nc2cc(C)on2)CC1	-5	1.7	1.0	-0.8	-8	-6	2.1	5	1	-0.7	-0.2
CCCn1cc(S(=O)(=O)c2ccc(C)cc2)c(=O)c2cc(OCC)ccc21	-11	-2.3	-2.0	-1.3	-50	-10	0.7	-1	5	0.3	0.5
O=S1(=O)c2ccccc2N=NN1Cc1ccc(Cl)cc1	-2	2.9	-2.4	-0.8	3	-6	-0.1	-19	-6	-0.3	-1.1
CC1=C(C(=O)OC2CCCCC2)C(c2ccccc2F)NC(=O)N1 (centres undefined)	1	-2.8	0.6	-1.3	4	-2	1.4	5	4	0.3	0.0
CCc1cc(=O)oc2cc(C)cc(OC(C)C(=O)NCc3cccnc3)c12 (centres undefined)	-147	-1.1	-1.5	-1.0	-394	-289	-0.5	6	-189	-0.6	0.7
CC(=O)NCCNc1nc2c(-c3cccc(C(F)(F)F)c3)nnn2c2ccccc12	-32	-0.7	3.5	0.0	-336	-56	0.4	1	-40	1.0	1.0
OCCc1ccccc1	-2	-1.3	-2.1	-1.6	0	0	/	-3	0	-0.1	/
CC(C)c1nnc(NC(=O)CCC(=O)N2CCN(Cc3ccc(F)cc3)CC2)s1	-3	0.5	-0.4	-1.2	-8	-6	1.1	5	-1	-0.1	-0.8
Cc1cc(NS(=O)(=O)c2ccc(NC(=S)NC(=O)c3ccc(C(C)(C)C)cc3)cc2)no1	0	-2.5	-0.4	-0.5	5	-4	1.9	0	1	0.8	0.2
